# LDHA inh: LDHA (human) enzyme inhibition. actives 0.15% (n = 480,000). P00338. purified LDHA, NADH/diaphorase-resazurin fluorescence; active compounds read low. activity change, % (values are at about 110 or 230 µM); in the data active = activity change below about -30%; inconclusive = mostly about -25% to -30%;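 note: plate controls were DMSO wells for no effect and wells without enzyme for full effect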
#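 Resorufin fluorescence (ex540/em590), read at 0 and 20 min after diaphorase/resazurin addition, reports the NADH left after a 5 min room-temperature reaction of 2 nM human LDH5 with 0.06 mM NADH and 0.2 mM pyruvate.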
# Vif-A3G inh: blocks the Vif interaction with human APOBEC3G; Q9HC16; HeLa A3G-eYFP + Vif (tagged APOBEC3G with the HIV-1 protein that degrades it), YFP fluorescence, overnight; Potency, µM (titrated, usually from 46.1 µM), inactives show at the top dose activity, negative = active, most hits filed as inhibitors; actives 0.076% (n = 410,000);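 note: potency is the fitted concentration of half-maximal effect; % is set by controls: 0 for no effect and ±100 for the full control effect; nearly all actives have a fitted effect of over 60% in size; hits raise eYFP signal because A3G escapes Vif-driven loss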
#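 HeLa cells stably expressing Vif and C-terminally eYFP-tagged A3G, seeded overnight at 37 deg C, then exposed to compound by pintool overnight at 37 deg C. Rise in yellow fluorescence (Ex 488/Em 500-530, Acumen) marks blocked Vif-driven A3G degradation.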
# RXFP1 ag: activates the human relaxin receptor RXFP1. Q9HBX9. actives 0.3% (n = 370,000). HEK293T-RXFP1 cAMP TR-FRET, 30 min; response scale: percent of porcine relaxin response, buffer zero. Potency, µM (highest dose often 57.5 µM), inactives show top-dose activation, usual class: activators; note: potency is the fitted concentration of half-maximal effect; % is set by controls: 0 for no effect and ±100 for the full control effect; nearly all actives have a fitted effect of over 60% in size; many of its hits are not listed in these tables
# Target sequence (Q9HBX9 whole entry, looked up): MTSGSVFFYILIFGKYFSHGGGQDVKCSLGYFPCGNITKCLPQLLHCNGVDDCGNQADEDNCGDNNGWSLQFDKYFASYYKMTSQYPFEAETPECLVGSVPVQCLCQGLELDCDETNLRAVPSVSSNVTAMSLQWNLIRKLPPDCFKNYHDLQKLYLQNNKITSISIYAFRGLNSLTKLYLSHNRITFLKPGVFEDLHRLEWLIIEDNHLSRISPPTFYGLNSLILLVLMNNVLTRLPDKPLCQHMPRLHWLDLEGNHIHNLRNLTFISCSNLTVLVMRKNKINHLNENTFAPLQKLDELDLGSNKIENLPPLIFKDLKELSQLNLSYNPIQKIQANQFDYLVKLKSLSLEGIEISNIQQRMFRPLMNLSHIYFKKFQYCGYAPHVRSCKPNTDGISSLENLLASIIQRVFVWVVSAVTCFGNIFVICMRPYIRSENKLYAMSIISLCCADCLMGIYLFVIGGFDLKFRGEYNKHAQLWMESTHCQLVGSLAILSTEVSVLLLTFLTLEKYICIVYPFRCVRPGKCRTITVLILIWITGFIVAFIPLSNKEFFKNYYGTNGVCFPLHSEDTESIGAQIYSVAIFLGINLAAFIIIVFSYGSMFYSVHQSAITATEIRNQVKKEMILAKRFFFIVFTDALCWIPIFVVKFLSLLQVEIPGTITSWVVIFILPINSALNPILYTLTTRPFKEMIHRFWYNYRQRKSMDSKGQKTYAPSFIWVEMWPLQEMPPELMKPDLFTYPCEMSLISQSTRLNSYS
#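 Agonist response is measured as cAMP accumulation in an RXFP1-transfected HEK293T line under PDE4 inhibition. Values are scaled between buffer-only and 29 nM porcine relaxin, and EC50s come from standard Hill equation fits.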
# USP1-UAF1 inh: inhibitors of human USP1/UAF1 deubiquitinase | recombinant USP1/UAF1, Ub-Rhodamine cleavage fluorescence | Potency, µM (top dose mostly 57.1 µM), inactives show top-dose activity change, negative = inhibition, hits mostly inhibitors | actives 0.23% (n = 390,000) | AID 743255; note: potency is the fitted concentration of half-maximal effect; % is set by controls: 0 for no effect and ±100 for the full control effect; nearly all actives have a fitted effect of over 60% in size; inactives centre near -12
#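 USP1/UAF1 complex at 1 nM was preincubated with compound for 15 min at room temperature, then Ub-Rho substrate (150nM final) was added. Fluorescence (480/540 nm) was read kinetically, 6 reads every 60 seconds.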
# TrxR1 substrate: is turned over as a substrate by rat TrxR1. O89049. Potency, µM (top dose mostly 114 µM), for the others: top-dose activity change, negative = substrate turnover. purified TrxR1 substrate turnover, NADPH consumption readout. AID 588456. actives 0.01% (n = 390,000); note: potency is the fitted concentration of half-maximal effect; % is set by controls: 0 for no effect and ±100 for the full control effect; nearly all actives have a fitted effect of over 50% in size
#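 Rat TrxR1, dispensed at 90 nM, was prereduced with 400 uM NADPH (final) for 5 min at ~22 deg C, then incubated with compound 15 min before 400 uM selenite. A first-read NADPH fluorescence drop versus no-compound background flagged substrates.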
# Glioma ERSR ind: ER stress response induction in glioma; AID 602332; U87-MG GRP78 promoter luciferase reporter, 16 h; Potency, µM, without a hit: top-dose activation, most hits filed as activators; actives 0.02% (n = 420,000); note: potency is the fitted concentration of half-maximal effect; series mostly up to about 76 µM; % of control where 0% means no effect; nearly all actives have a fitted effect of over 35% in size
#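 Stably transfected U87-MG glioma cells carrying a GRP78-based luciferase sensor; 16 h compound incubation. Luminescence end-point read 10 min after Bright-Glo addition at room temperature.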
# Vif-A3F inh: blocks the Vif interaction with APOBEC3F. HeLa A3F-eYFP + Vif (tagged APOBEC3F with the HIV-1 protein that degrades it), YFP fluorescence increase. Potency, µM (highest dose often 46.1 µM), for inactives: at the highest dose activity, negative = active. actives 0.2% (n = 390,000); note: potency is the fitted concentration of half-maximal effect; % of control where 0% means no effect; nearly all actives have a fitted effect of over 65% in size
#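 Fluorescence increase (Ex 488/Em 500-530) after overnight compound treatment at 37 deg C flags inhibition of Vif-driven A3F-eYFP loss in stable HeLa A3F-eYFP/Vif cells seeded overnight beforehand.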
# PI4K2A inh: PI4K2A (human) kinase inhibition; purified PI4K2A, ADP-Glo luminescence, 1 h; active compounds read low; activity change, negative = inhibition, % at 76.9 µM; actives 0.13% (n = 420,000); in the data active = activity change below about -50%; inconclusive = mostly about -30% to -49%;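 note: -100% = wells without enzyme as full effect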
#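 In this quantitative HTS, ADP production by PI4K2A was quantified luminescently after 1 h at ambient temperature; 100 microM adenosine served as plate-quality control.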
# mIDH1 inhibitor: human IDH1 R132H inhibition; AID 602179; actives 0.093% (n = 390,000); O75874; Potency, µM (doses to about 76.6 µM), for inactives: top-dose activity change, negative = inhibition, actives largely listed as inhibitors; IDH1-R132H enzyme, NADPH consumption, diaphorase/resazurin fluorescence; note: potency is the fitted concentration of half-maximal effect; % is set by controls: 0 for no effect and ±100 for the full control effect; nearly all actives have a fitted effect of over 65% in size
#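 IDH1-R132H (0.5 ug/mL) preincubated 30 min with compound, then NADPH (0.016 mM) and alpha-KG (2 mM) added; 80 min at RT, pH 7.5. Remaining NADPH coupled via diaphorase/resazurin to fluorescence (540/590 nm); concentration-response curves normalized to no-enzyme control.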
# Starred values were filed as active, the others as inactive; u = inconclusive; x = not tested or not shown; & = joins results of further samples; [ ] = another dose, or the depositor's remark. Unless noted, calls come from the whole dose curve; as a rule, active = well fitted curve in the direction sought with a large enough effect; inconclusive = small, poorly fitted or top-dose-only effect, or another doubt; inactive = no such curve, though single readings can be large; an effect the other way counts as inactive or inconclusive.
# Start of the data: the first 6 compounds, ahead of the listing:
# Fields: LDHA inh	Vif-A3G inh	RXFP1 ag	USP1-UAF1 inh	TrxR1 substrate	Glioma ERSR ind	Vif-A3F inh	PI4K2A inh	mIDH1 inhibitor
COc1cccc(C(c2nnnn2C(C)(C)C)N2CCC3(CC2)C(=O)NCN3c2ccccc2)c1OC (configuration not stated)
    -4.4	-8.6%	x	x	x	-5.3%	x	-2.0	x
COc1cc2c(cc1OC)C13CCN4CC5=CCOC6CC(=O)N2C1C6C5CC43 (configuration not stated) (tested in a mixture with another compound)
    -4.2	0.9%	0.9%	-10.9%	8.9%[57.1 µM]	-1.7%	-6.7%	3.6	-7.3%
C[n+]1c2cc(N)ccc2cc2ccc(N)cc21
    -1.8&-0.8	0.9%&-2.7%	x	3.98µM*	-11.0%&-13.0%	u	-26.2%&-124.8%	-0.4&-3.7	4.6%&16.9%
COC(=O)C1=C(c2cccc(OCc3ccccc3)c2)C[C@@H]2CC[C@H]1N2C(=O)NCc1ccccc1
    -11.5	-0.3%	0.1%	-26.6%	-0.3%	-3.7%	3.9%	4.7	-14.1%
Cn1c(O)c(/C=C/C=Nc2ccccc2)c(=O)n(C)c1=S
    3.6	-1.6%	-1.6%	-10.4%	-16.0%	-3.9%	u	-3.3	-2.4%
CN1C[C@@H]2C[C@@H](c3cccn3-c3ccccn3)N3CCC[C@@]23C1=O
    2.1	-1.0%	-1.4%	-9.7%	11.2%	-0.9%	-0.8%	-0.6	0.0%

# Results, from the start:
# Fields: LDHA inh	Vif-A3G inh	RXFP1 ag	USP1-UAF1 inh	TrxR1 substrate	Glioma ERSR ind	Vif-A3F inh	PI4K2A inh	mIDH1 inhibitor
COc1cccc(C(c2nnnn2C(C)(C)C)N2CCC3(CC2)C(=O)NCN3c2ccccc2)c1OC (configuration not stated)
    -4.4	-8.6%	x	x	x	-5.3%	x	-2.0	x
COc1cc2c(cc1OC)C13CCN4CC5=CCOC6CC(=O)N2C1C6C5CC43 (configuration not stated) (tested in a mixture with another compound)
    -4.2	0.9%	0.9%	-10.9%	8.9%[57.1 µM]	-1.7%	-6.7%	3.6	-7.3%
C[n+]1c2cc(N)ccc2cc2ccc(N)cc21
    -1.8&-0.8	0.9%&-2.7%	x	3.98µM*	-11.0%&-13.0%	u	-26.2%&-124.8%	-0.4&-3.7	4.6%&16.9%
COC(=O)C1=C(c2cccc(OCc3ccccc3)c2)C[C@@H]2CC[C@H]1N2C(=O)NCc1ccccc1
    -11.5	-0.3%	0.1%	-26.6%	-0.3%	-3.7%	3.9%	4.7	-14.1%
Cn1c(O)c(/C=C/C=Nc2ccccc2)c(=O)n(C)c1=S
    3.6	-1.6%	-1.6%	-10.4%	-16.0%	-3.9%	u	-3.3	-2.4%
CN1C[C@@H]2C[C@@H](c3cccn3-c3ccccn3)N3CCC[C@@]23C1=O
    2.1	-1.0%	-1.4%	-9.7%	11.2%	-0.9%	-0.8%	-0.6	0.0%
Cc1ccc2c(c1)C1CN(C)CCC1N2C(=O)c1ccc(Br)o1 (configuration not stated)
    -8.8	-6.2%	-1.0%	0.3%	14.2%[57.1 µM]	-1.8%	-1.4%	2.6	2.3%
COC(=O)C1=C(c2c(C)noc2C)C[C@@H]2CC[C@H]1N2C(=O)N1CCc2cc(OC)c(OC)cc2C1
    4.7	0.5%	1.5%	-29.7%	-1.0%[57.1 µM]	-4.2%	1.0%	3.0	4.2%
CCNC(=O)NC(=O)C(C)OC(=O)c1c(C)nn(Cc2ccccc2)c1Cl (configuration not stated)
    -7.5	-5.2%	1.3%	-23.4%	8.7%[57.1 µM]	-3.3%	9.9%	0.7	4.8%
CCCCn1c(O)c(C(CC)=NCc2cc(OC)cc(OC)c2)c(=O)[nH]c1=O
    0.8	-0.8%	-0.2%	-2.1%	1.4%	0.2%	-0.1%	-1.2	3.0%
O=C1C2CCCN2C(c2cccnc2)N1c1cccc(Cl)c1 (configuration not stated)
    -0.4	-0.5%	-0.5%	-24.7%	15.9%	-5.0%	0.3%	-6.1	3.9%
O=C(O)C1(Br)CC12c1ccccc1-c1ccccc12 (configuration not stated)
    -9.6	-3.4%	x	-16.3%	10.0%[57.1 µM]	-4.2%	3.3%	-4.1	-0.3%
Cn1c(O)c(C(c2ccccn2)c2c(O)n(C)c(=S)n(C)c2=O)c(=O)n(C)c1=S
    3.1	-8.0%	1.0%	-3.4%	-12.5%	-1.0%	-7.0%	-28.1	-2.8%
CNC(=O)ON(C(=O)NC)C1N(C)C(=S)SC1(C)C (configuration not stated)
    -5.9	1.9%	3.5%	-12.5%	4.8%	-0.8%	-11.1%	2.4	0.0%
CC(Cc1ccccc1)NC(=O)C(c1ccc(N)cc1)c1ccc(N)cc1 (configuration not stated)
    -0.5	7.3%	0.8%	-27.1%	-2.9%	1.2%	-5.0%	4.0	-2.0%
Nc1c(C(=O)NCCN2CCOCC2)c2nc3ccccc3nc2n1Cc1ccccc1
    -2.5	-9.8%	1.5%	-4.3%	23.9%[57.1 µM]	-3.6%	5.3%	0.1	12.9%
CCC1([N+](=O)[O-])COP(N)(=O)OC1 (configuration not stated)
    -9.1	-0.1%	x	2.6%	-8.6%	-4.5%	13.2%	6.0	-4.8%
CC(C)c1c(CN(C)C(C)Cc2ccccc2)n(C)n(-c2ccccc2)c1=O (configuration not stated)
    -8.0	-3.0%	-0.5%	-16.3%	0.1%	-1.0%	5.7%	-10.3&-0.9	-1.6%
COC(=O)C1=C(c2ccc(C(C)=O)cc2)C[C@@H]2CC[C@H]1N2C(=O)N1CCC(O)CC1
    -4.9	-0.4%	0.1%	u	6.4%[57.1 µM]	-1.0%	-6.8%	3.0	1.8%
Cc1cccc(CSc2nc3c(cc2C#N)CN(C)CC3)c1
    0.2	4.2%	0.4%	-2.6%	4.2%[57.1 µM]	-6.4%	-12.5%	-5.3	1.0%
Cc1ccc(N2C(=O)NC(=O)/C(=C\c3cc(C)n(-c4cc(C(=O)O)cc(C(=O)O)c4)c3C)C2=O)cc1
    0.4	5.2%	2.1%	1.0%	-2.2%[57.1 µM]	-0.8%	-29.8%	-6.0	2.1%
O=C1CC(=O)N(Cc2ccccc2)C(=S)N1
    -17.8	-2.2%	-0.1%	-13.4%	5.5%	-2.7%	-3.2%	-3.4	-4.6%
CC(C(N)=O)N1CC(c2ccc(Cl)cc2)CC1=O (configuration not stated)
    -2.9	-0.7%	1.6%	-24.2%	2.9%	-5.0%	-4.4%	5.7	6.6%
CN1CCCN(C(=O)COc2ccccc2)CC1
    -1.6	2.7%	-0.4%	-19.7%	5.7%	1.8%	0.2%	5.0	4.9%
CCN1C[C@]2(COC)CC[C@H](O)[C@@]34C5C[C@@H]6[C@@H](OC)C[C@@](O)(C5[C@H]6O)[C@](O)([C@@H](OC)C23)[C@@H]14 (some centres not stated)
    -5.4	0.8%	x	-17.4%	2.0%	-4.0%	5.4%	4.2	-13.1%
CN1CCc2c(c(N3CCCCC3)nc3n[nH]c(N)c23)C1
    -2.0	-0.4%	-0.8%	-11.5%	0.7%[57.1 µM]	-0.1%	-8.3%	-4.1	-3.4%
COc1ccc(/C=C/c2nc3ccccc3c(=O)n2-c2ccc(C)cc2)cc1O
    -5.9	1.9%	-0.5%	4.1%	-7.7%[57.1 µM]	-1.6%	7.2%	-0.2	-7.8%
C/C(=N\NC(=O)c1ccncc1)c1c(O)n(-c2ccccc2)c(=O)[nH]c1=O
    -4.6	0.1%	-0.6%	0.6%	-17.7%	-4.2%	-11.4%	0.6	6.3%
CCCOC(=O)C1C2c3ccccc3C(c3ccccc32)C1C(=O)O (configuration not stated)
    -3.5	-2.2%	-0.5%	-2.4%	-19.0%[57.1 µM]	-4.0%	9.2%	-1.1	7.7%
Cc1ccccc1OP(N)(=O)Oc1ccccc1C
    -13.8	-3.5%	-0.7%	0.9%	-2.0%[57.1 µM]	-2.0%	-1.7%	-0.3	4.5%
O=C(COC(=O)Cc1ccccc1)NCCNC(=O)COC(=O)Cc1ccccc1
    -8.3	2.0%	0.1%	-14.2%	-4.9%[57.1 µM]	-5.0%	-12.6%	-5.5	0.2%
Cc1cccc(-n2nc(C)c3c2NC(=O)CSC3c2ccccc2Cl)c1 (configuration not stated)
    -5.6	x	-0.9%	-14.2%	-4.6%	x	x	-2.2	x
N[C@@H](Cc1cc(I)c(O)c(I)c1)C(=O)O
    0.9&3.2	1.7%&-7.6%	-0.4%	u	-3.3%&7.8%	-2.8%&4.7%	16.4%	-2.4&-0.9	3.7%
O=C(CCc1ccc(O)cc1)N1C[C@H]2C[C@@H](C1)c1cccc(=O)n1C2
    2.5	0.1%	1.4%	-12.9%	-8.4%	-1.5%	-1.4%	5.7	6.2%
Oc1ccc2c3c1O[C@H]1c4[nH]c5ccccc5c4C[C@@]4(O)[C@@H](C2)N(CC2CC2)CC[C@]314
    -11.7	-5.4%	-0.3%	-20.5%	-0.1%	-1.9%	4.1%	-1.3	-8.4%
CCN(CC)c1ccc(CN2CC=C(c3ccc(F)cc3)CC2)cc1
    5.6	0.6%	0.0%	-14.2%	-10.3%	-10.0%	x	3.1	2.6%

# The list is partial. The share of hits here may be higher or lower than overall.
